TRPC6 inhibitor: inhibitors of mouse TRPC6 channel. Q61143. HEK293-TRPC6, membrane potential dye, ACh-evoked depolarization; hits give low values. B-score at 10 µM. actives 1.1% (n = 310,000). AID 2553;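 active means B-score under library mean minus 3 SD, initial fluorescence not abnormally high, positive integrated signal ratio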;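 further: B-score derived from integrated fluorescence ratio over the kinetic read; more negative B-score means stronger inhibition of depolarization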
HIF act: HIF pathway transcriptional activation. U2OS HRE-luciferase reporter, luminescence; normalized: DMSO 0%, desferrioxamine 100%. activation, % at 7.5 µM (by protocol). actives 0.32% (n = 300,000);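 active means mean activation of at least 10% of the iron chelator positive control signal, with at least half of replicates also reaching 10%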
TRPC6 activator: mouse TRPC6 channel activation. HEK293-TRPC6 membrane potential dye fluorescence; hits give high values. B-score at 10 µM. actives 0.13% (n = 310,000). AID 2550;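 active means B-score of the integrated fluorescence ratio above library mean plus 3 SD, and starting fluorescence ratio within library mean plus 5 SD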;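 further: higher score means more depolarization so channel activation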
MrgX1 agonist: activates human MrgX1 receptor signaling; AID 588627; Q96LB2; actives 0.44% (n = 310,000); B-score at 10 µM; MrgX1-HEK293 cells, Fluo-4 calcium fluorescence, agonist mode; hits give high values;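 active means calcium response B-score plate-corrected fluorescence ratio at least 3 library SD, with starting fluorescence B-score inside 5 SD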
Target sequence (Q96LB2 whole entry, looked up): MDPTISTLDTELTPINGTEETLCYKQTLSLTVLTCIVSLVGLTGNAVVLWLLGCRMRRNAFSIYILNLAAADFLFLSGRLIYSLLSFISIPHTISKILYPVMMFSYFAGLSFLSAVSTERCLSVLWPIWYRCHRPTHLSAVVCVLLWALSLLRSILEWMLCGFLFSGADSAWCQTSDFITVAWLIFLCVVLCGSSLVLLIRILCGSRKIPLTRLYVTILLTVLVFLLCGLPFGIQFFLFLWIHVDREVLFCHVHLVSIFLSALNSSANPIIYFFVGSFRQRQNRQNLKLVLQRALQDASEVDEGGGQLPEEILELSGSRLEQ
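Test system: HEK293 cells stably expressing human MrgX1 receptor; Input: fifteen thousand cells per well; Dosing: compound delivered in addition one of three; Schedule: overnight seeding, then 1 h dark dye loading; Technique: Fluo-4 NW calcium fluorescence; Measure: B-scored fluorescence response ratio; Controls: positive and negative controls per plate.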
TRPC4 block: blocks the mouse TRPC4 cation channel; Q9QUQ5; HEK293 TRPC4beta/mu-opioid, DAMGO-evoked Fluo4 calcium flux; hits give low values; B-score at 10 µM; actives 0.39% (n = 300,000);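 active means B-score over 3 SD under the library average, no early fluorescence shift, positive overall ratio signal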
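Assay system: HEK293 cells with stable TRPC4beta plus mu-opioid receptor expression. Dosing: single dose. Measured by: Fluo4 Ca2+ flux fluorescence. Also added: DAMGO in two steps, submaximal then maximal. Read-out: B score from integrated Fluo4 fluorescence ratio.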
MrgX1 antagonist: blocks BAM8-22 activation of human MrgX1 receptor. B-score at 10 µM. Q96LB2. AID 588676. MRGX1-HEK293 calcium flux, Fluo-4, BAM8-22 antagonism; hits give low values. actives 1.3% (n = 310,000);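 active means calcium-response B-score plate-corrected more than 3 library SD below zero, starting fluorescence within 5 deviations, no agonist response on first addition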;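 further: peak minus trough fluorescence over baseline after final BAM8-22 challenge near maximal dose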
MrgX1 PAM: human MrgX1 positive allosteric modulation, primary screen. Q96LB2. MrgX1-HEK293, Fluo-4 calcium flux, FDSS; hits give high values. B-score at 10 µM. actives 0.63% (n = 310,000). AID 588675;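 active means plate-corrected calcium response at least 3 library SD above typical, normal starting fluorescence, not activating the receptor alone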;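 further: compound read alongside a low EC10 to EC30 dose of BAM8-22 agonist; peak minus trough fluorescence over baseline measured at the second addition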
RGS4 inh: inhibitors of human RGS4. P49798. HEK293 M3R/RGS4 inducible, Fluo-4 calcium flux; hits give high values; triggered by carbachol at its EC20. B-score at 10 µM. actives 0.45% (n = 310,000). AID 463165;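 active means B-score, a plate-corrected calcium signal, over three deviations above library mean, with baseline fluorescence within five deviations of library mean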;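 further: RGS4 expression induced by doxycycline in cells with stable M3 receptor; B-score is computed from the integrated fluorescence ratio over baseline after carbachol; higher B-score means a larger calcium signal and so more RGS4 inhibition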
Target sequence (P49798 whole entry, looked up): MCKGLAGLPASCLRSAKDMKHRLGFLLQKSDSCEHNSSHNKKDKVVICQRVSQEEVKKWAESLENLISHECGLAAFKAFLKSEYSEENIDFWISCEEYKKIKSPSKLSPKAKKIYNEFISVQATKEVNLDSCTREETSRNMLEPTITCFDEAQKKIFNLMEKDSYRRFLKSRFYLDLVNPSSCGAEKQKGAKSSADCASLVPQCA
SKKanGAS inh: inhibitors of SKKanGAS S. pyogenes growth in kanamycin (SK-promoter or general growth effect) | BacTiter-Glo, 6 h | inhibition, % at 7.5 µM | actives 1.3% (n = 300,000);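 active means mean replicate score, as percent of positive control median, at least 50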;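 further: strain carries kanamycin resistance gene driven by streptokinase promoter and grows in 40 µg/ml kanamycin; loss of luminescence reflects streptokinase promoter inhibition or plain growth inhibition; 0% = median of DMSO wells and 100% = positive control at its reference dose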
RGS4 pot: RGS4 potentiation or activation; actives 0.92% (n = 310,000); B-score at 10 µM; HEK293 M3R/inducible RGS4, carbachol calcium flux Fluo4; hits give low values; AID 463111;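 active means B-score of the integrated calcium signal more than 4 SD below the library mean, with starting fluorescence not abnormally high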;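 further: negative B-score means reduced calcium response which marks RGS4 activation or potentiation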
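test system = M3R-expressing HEK293 line, RGS4 induced by doxycycline | probe or stimulus = carbachol at ECmax as muscarinic agonist stimulus | timing = dye loading 30 min 37 °C, buffer rest 30 min RT | signal = calcium dye Fluo4 fluorescence | evaluation = B score from integrated fluorescence ratio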
Platelet DG rel: modulates dense granule release in human platelets. human platelet-rich plasma, SFLLRN dense granule ATP release, luminescence. inhibition, %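 (compounds screened at 7.5 µM in platelet-rich plasma)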. actives 0.22% (n = 300,000). AID 1663;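 active means mean replicate score, as percent of positive control, at or above 50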
* = called active by the depositor. Random draw from the library, and some 6.1% of all compounds hit somewhere here.

`C/C(CCc1oc2c(Br)cc(Br)cc2c1-c1ccc(C)o1)=N\O` gave TRPC6 inhibitor inactive, HIF act -0.2, TRPC6 activator inactive, MrgX1 agonist inactive, TRPC4 block inactive, MrgX1 antagonist inactive, MrgX1 PAM inactive, RGS4 inh 11*, SKKanGAS inh 7, RGS4 pot inactive and Platelet DG rel 3.
`CCC(C)NC(=O)CC1Oc2ccc(Cl)cc2NC1=O` (stereo not drawn) gave TRPC6 inhibitor inactive, HIF act -0.1, TRPC6 activator inactive, MrgX1 agonist inactive, TRPC4 block inactive, MrgX1 antagonist inactive, MrgX1 PAM inactive, RGS4 inh inactive, SKKanGAS inh -1, RGS4 pot inactive and Platelet DG rel 0.
CC(=O)c1ccc(-n2nnnc2SCC(=O)N2CCN(C(=O)c3ccco3)CC2)cc1 was read as TRPC6 inhibitor inactive, HIF act -0.3, TRPC6 activator inactive, MrgX1 agonist inactive, TRPC4 block inactive, MrgX1 antagonist inactive, MrgX1 PAM inactive, RGS4 inh inactive, SKKanGAS inh -12, RGS4 pot inactive and Platelet DG rel -1.
Screening COC1CCCCC1Nc1cc(C)cc(C)c1 (stereo not drawn) returned TRPC6 inhibitor inactive, HIF act -0.1, TRPC6 activator inactive, MrgX1 agonist inactive, TRPC4 block inactive, MrgX1 antagonist inactive, MrgX1 PAM inactive, RGS4 inh inactive, SKKanGAS inh 1, RGS4 pot inactive and Platelet DG rel 8.
Screening O=C(Nc1nnc(CSCc2ccc(Cl)cc2)s1)c1cccc([N+](=O)[O-])c1 returned TRPC6 inhibitor inactive, HIF act -0.6, TRPC6 activator inactive, MrgX1 agonist inactive, TRPC4 block inactive, MrgX1 antagonist -9.5*, MrgX1 PAM inactive, RGS4 inh inactive, SKKanGAS inh 8, RGS4 pot inactive and Platelet DG rel 5.
For CCCc1[nH]nc2c1C(/C(C)=C/c1ccccc1)C(C#N)=C(N)O2 (stereo not drawn) the results were TRPC6 inhibitor inactive, HIF act -0.3, TRPC6 activator inactive, MrgX1 agonist inactive, TRPC4 block inactive, MrgX1 antagonist inactive, MrgX1 PAM inactive, RGS4 inh inactive, SKKanGAS inh -5, RGS4 pot inactive and Platelet DG rel 5.
Screening CC(=O)C1=C(O)C(=O)N(CC#N)C1c1cccs1 (stereo not drawn) returned TRPC6 inhibitor inactive, HIF act 0.6, TRPC6 activator inactive, MrgX1 agonist inactive, TRPC4 block inactive, MrgX1 antagonist inactive, MrgX1 PAM inactive, RGS4 inh inactive, SKKanGAS inh 0, RGS4 pot inactive and Platelet DG rel -2.
For COc1cc(NC(=O)c2cccs2)ccc1NC(=O)c1ccccc1Cl the results were TRPC6 inhibitor inactive, HIF act 0.2, TRPC6 activator inactive, MrgX1 agonist inactive, TRPC4 block inactive, MrgX1 antagonist inactive, MrgX1 PAM inactive, RGS4 inh inactive, SKKanGAS inh 4, RGS4 pot inactive and Platelet DG rel 3.
`COc1ccc(-c2cc3nc(-c4ccccc4)cc(N4CCC(O)CC4)n3n2)cc1` gave TRPC6 inhibitor inactive, HIF act 0.0, TRPC6 activator inactive, MrgX1 agonist inactive, TRPC4 block inactive, MrgX1 antagonist inactive, MrgX1 PAM inactive, RGS4 inh inactive, SKKanGAS inh 40, RGS4 pot inactive and Platelet DG rel 9.
`Cc1[nH]c2ccccc2c1/C=C/c1nc2ccccc2c(=O)n1CCO` gave TRPC6 inhibitor inactive, HIF act 1.1, TRPC6 activator inactive, MrgX1 agonist inactive, TRPC4 block inactive, MrgX1 antagonist inactive, MrgX1 PAM inactive, RGS4 inh inactive, SKKanGAS inh 21, RGS4 pot inactive and Platelet DG rel 3.
Screening O=C(Nc1nc(COc2ccccc2)cs1)C1CCC1 returned TRPC6 inhibitor inactive, HIF act 3.1, TRPC6 activator inactive, MrgX1 agonist inactive, TRPC4 block inactive, MrgX1 antagonist inactive, MrgX1 PAM inactive, RGS4 inh inactive, SKKanGAS inh 5, RGS4 pot inactive and Platelet DG rel -10.
For CCN(CC)S(=O)(=O)c1ccc(NC(=O)CNC2CCCCC2)cc1 the results were TRPC6 inhibitor -5.3*, HIF act -0.2, TRPC6 activator inactive, MrgX1 agonist inactive, TRPC4 block inactive, MrgX1 antagonist inactive, MrgX1 PAM inactive, RGS4 inh inactive, SKKanGAS inh 3, RGS4 pot inactive and Platelet DG rel 2.
Cc1ccc(CN2CCC(n3nccc3NC(=O)C3CCOC3)CC2)cc1 (stereo not drawn) was read as TRPC6 inhibitor inactive, HIF act 0.0, TRPC6 activator inactive, MrgX1 agonist inactive, TRPC4 block inactive, MrgX1 antagonist inactive, MrgX1 PAM inactive, RGS4 inh inactive, SKKanGAS inh -1, RGS4 pot inactive and Platelet DG rel -13.
For Cc1cc(Nc2ccccc2)nn1C(=O)c1ccccc1 the results were TRPC6 inhibitor inactive, HIF act 0.0, TRPC6 activator inactive, MrgX1 agonist inactive, TRPC4 block inactive, MrgX1 antagonist inactive, MrgX1 PAM inactive, RGS4 inh inactive, SKKanGAS inh -3, RGS4 pot inactive and Platelet DG rel 2.
`C=CCOc1ccccc1CN1CCSCC1` gave TRPC6 inhibitor inactive, HIF act 0.0, TRPC6 activator inactive, MrgX1 agonist inactive, TRPC4 block inactive, MrgX1 antagonist inactive, MrgX1 PAM inactive, RGS4 inh inactive, SKKanGAS inh 3, RGS4 pot inactive and Platelet DG rel 9.
COc1ccccc1CNC(=O)COC(=O)c1cccc(S(=O)(=O)N2CCCC2)c1 was read as TRPC6 inhibitor inactive, HIF act 0.0, TRPC6 activator inactive, MrgX1 agonist inactive, TRPC4 block inactive, MrgX1 antagonist inactive, MrgX1 PAM inactive, RGS4 inh inactive, SKKanGAS inh -2, RGS4 pot inactive and Platelet DG rel -7.
For Cc1ccc(CN2CC(C(=O)Nc3ccc(F)c([N+](=O)[O-])c3)CC2=O)cc1 (stereo not drawn) the results were TRPC6 inhibitor inactive, HIF act -1.4, TRPC6 activator inactive, MrgX1 agonist inactive, TRPC4 block inactive, MrgX1 antagonist inactive, MrgX1 PAM inactive, RGS4 inh inactive, SKKanGAS inh 4, RGS4 pot inactive and Platelet DG rel 3.
Cc1cc(N/C=C\c2nnnn2-c2ccc(F)cc2)no1 was read as TRPC6 inhibitor inactive, HIF act 0.4, TRPC6 activator inactive, MrgX1 agonist inactive, TRPC4 block inactive, MrgX1 antagonist inactive, MrgX1 PAM inactive, RGS4 inh inactive, SKKanGAS inh -15, RGS4 pot inactive and Platelet DG rel -7.
`CCCn1c(N)c(N(CCOC)C(=O)c2cc(Cl)nc3ccccc23)c(=O)[nH]c1=O` gave TRPC6 inhibitor inactive, HIF act -0.3, TRPC6 activator inactive, MrgX1 agonist inactive, TRPC4 block inactive, MrgX1 antagonist inactive, MrgX1 PAM inactive, RGS4 inh inactive, SKKanGAS inh -6, RGS4 pot inactive and Platelet DG rel -38.
Screening Cc1ccc(NS(=O)(=O)c2cccc(C(=O)NCC(c3ccc(F)cc3)N3CCOCC3)c2)cc1 (stereo not drawn) returned TRPC6 inhibitor inactive, HIF act -0.5, TRPC6 activator inactive, MrgX1 agonist inactive, TRPC4 block inactive, MrgX1 antagonist inactive, MrgX1 PAM inactive, RGS4 inh inactive, SKKanGAS inh 25, RGS4 pot inactive and Platelet DG rel 6.
O=C(NNS(=O)(=O)c1ccccc1[N+](=O)[O-])c1cccc(Br)c1 was read as TRPC6 inhibitor inactive, HIF act -0.1, TRPC6 activator inactive, MrgX1 agonist inactive, TRPC4 block inactive, MrgX1 antagonist inactive, MrgX1 PAM inactive, RGS4 inh inactive, SKKanGAS inh 1, RGS4 pot inactive and Platelet DG rel -7.
`CNc1ccc([N+](=O)[O-])cc1-c1nc2ccccc2[nH]c1=O` gave TRPC6 inhibitor inactive, HIF act 0.0, TRPC6 activator inactive, MrgX1 agonist inactive, TRPC4 block inactive, MrgX1 antagonist inactive, MrgX1 PAM inactive, RGS4 inh inactive, SKKanGAS inh 3, RGS4 pot inactive and Platelet DG rel -2.
`O=C(CCc1nc2ccccc2[nH]c1=O)OCC(=O)c1ccc(Cl)cc1` gave TRPC6 inhibitor inactive, TRPC6 activator inactive, MrgX1 agonist inactive, TRPC4 block inactive, MrgX1 antagonist inactive, MrgX1 PAM inactive, RGS4 inh inactive, SKKanGAS inh -14, RGS4 pot inactive and Platelet DG rel -6.
`CCc1ccc(NC(=O)c2ccc(S(=O)(=O)NCc3cccnc3)cc2)cc1` gave TRPC6 inhibitor inactive, HIF act 1.7, TRPC6 activator inactive, MrgX1 agonist inactive, TRPC4 block inactive, MrgX1 antagonist inactive, MrgX1 PAM inactive, RGS4 inh inactive, SKKanGAS inh -2, RGS4 pot inactive and Platelet DG rel 0.
`O=C(CCn1c(SCC(=O)NCc2ccco2)nc2ccccc2c1=O)NCCc1ccccc1` gave TRPC6 inhibitor inactive, HIF act -0.2, TRPC6 activator inactive, MrgX1 agonist inactive, TRPC4 block inactive, MrgX1 antagonist inactive, MrgX1 PAM inactive, RGS4 inh inactive, SKKanGAS inh 8, RGS4 pot inactive and Platelet DG rel 2.
CCCOc1ccccc1C1C(C(=O)OC)=CN(C(C)C)C=C1C(=O)OC was read as TRPC6 inhibitor inactive, HIF act 0.4, TRPC6 activator inactive, MrgX1 agonist inactive, TRPC4 block inactive, MrgX1 antagonist inactive, MrgX1 PAM inactive, RGS4 inh inactive, SKKanGAS inh -2, RGS4 pot inactive and Platelet DG rel 4.
O=C(O)c1ccccc1CSc1nc2ccccc2s1 was read as TRPC6 inhibitor inactive, HIF act 2.0, TRPC6 activator inactive, MrgX1 agonist inactive, TRPC4 block inactive, MrgX1 antagonist inactive, MrgX1 PAM inactive, RGS4 inh inactive, SKKanGAS inh 38, RGS4 pot inactive and Platelet DG rel 8.
C/C(=N\NC(=O)c1c(C)nc2ccccn12)c1ccccc1F was read as TRPC6 inhibitor inactive, HIF act 0.2, TRPC6 activator inactive, MrgX1 agonist inactive, TRPC4 block inactive, MrgX1 antagonist inactive, MrgX1 PAM inactive, RGS4 inh inactive, SKKanGAS inh -2, RGS4 pot inactive and Platelet DG rel -7.

Source: PubChem BioAssay (several laboratories)
